# Compound activity deposited in PubChem BioAssay by several laboratories.
# AddAB inh: less growth of phage-infected E. coli with AddAB; E. coli expressing H. pylori AddAB, absorbance growth; inhibition, % at 11.9 µM; hit rate 0.29% among 330,000; AID 435030; in the data active = inhibition above about 12%;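 note: 0% = vehicle wells of infected cells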
# HTR5A inv ag: HTR5A inverse agonism, opioid heterodimer counter-screen | P47898 | HTR5A cell line, luminescence | inhibition, % at 9.3 µM | hit rate 0.083% among 340,000; in the data active = inhibition mostly above about 23%, no sharp cut-off; inactive = mostly below about 18%;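 note: 0% = cells with DMSO and 100% = no-cell wells with DMSO; some compounds called inactive have numbers as strong as hits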
# PfHsp90 set2: reduces growth (ATP signal) of yeast expressing P. falciparum Hsp90 | S. cerevisiae expressing PfHsp90, BacTiter-Glo ATP, 48 h; yeast lacking PDR1 and PDR3 efflux regulators | AID 504621 | hit rate 0.32% among 310,000 | inhibition, % at 9.4 µM;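 active = every replicate shows inhibition above about 80%, whatever the replicate mean, limit read from the data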;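 note: 0% = DMSO neutral controls and 100% = 20 µM radicicol positive controls; yeast relying on Plasmodium falciparum Hsp90 in place of its own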
# DSG3 Ab inh: blocks pemphigus antibody binding to human desmoglein-3; P32926; DSG3-coupled beads, scFv-anti-DSG3-GFP binding, flow cytometry; active compounds read low; binding (percent of control), % at 10 µM; hit rate 0.48% among 310,000;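 active = binding more than 3 SD below its plate's average and above zero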;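 note: hits lower antibody fragment binding to DSG3; some compounds called inactive have numbers as strong as hits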
# Target sequence (P32926 whole entry, looked up, the tested form may be a part): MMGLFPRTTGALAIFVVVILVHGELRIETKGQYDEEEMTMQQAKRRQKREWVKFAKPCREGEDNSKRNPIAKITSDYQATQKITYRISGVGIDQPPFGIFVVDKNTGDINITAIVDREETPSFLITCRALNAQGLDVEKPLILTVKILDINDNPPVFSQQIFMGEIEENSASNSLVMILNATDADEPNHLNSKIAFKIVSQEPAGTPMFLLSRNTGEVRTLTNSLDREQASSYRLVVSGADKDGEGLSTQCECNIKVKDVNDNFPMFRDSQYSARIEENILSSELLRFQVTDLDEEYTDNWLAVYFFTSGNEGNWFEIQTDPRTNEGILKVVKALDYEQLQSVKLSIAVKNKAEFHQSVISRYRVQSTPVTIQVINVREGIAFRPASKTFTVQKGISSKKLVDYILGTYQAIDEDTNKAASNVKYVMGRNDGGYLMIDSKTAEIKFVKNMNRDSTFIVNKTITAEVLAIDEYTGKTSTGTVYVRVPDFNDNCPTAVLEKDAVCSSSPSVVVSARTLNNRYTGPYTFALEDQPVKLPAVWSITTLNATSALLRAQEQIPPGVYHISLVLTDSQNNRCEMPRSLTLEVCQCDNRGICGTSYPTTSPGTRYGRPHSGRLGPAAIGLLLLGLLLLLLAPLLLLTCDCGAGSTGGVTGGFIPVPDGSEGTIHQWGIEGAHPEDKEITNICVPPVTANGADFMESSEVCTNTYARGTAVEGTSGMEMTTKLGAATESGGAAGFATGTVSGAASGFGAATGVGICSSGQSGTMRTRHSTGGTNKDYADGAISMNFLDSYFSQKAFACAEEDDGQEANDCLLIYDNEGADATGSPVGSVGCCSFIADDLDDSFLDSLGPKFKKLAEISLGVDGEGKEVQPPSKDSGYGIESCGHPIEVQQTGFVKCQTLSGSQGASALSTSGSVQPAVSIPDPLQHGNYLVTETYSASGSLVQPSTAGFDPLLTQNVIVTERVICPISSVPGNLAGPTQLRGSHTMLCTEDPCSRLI
# HTR5A ag ctr: HTR5A agonism, opioid heterodimer counter-screen. hit rate 0.61% among 340,000. AID 504692. P47898. HTR5A agonist assay, luminescence, cell-based. activation, % at 9.3 µM; in the data active = activation mostly above about 9.5%, no sharp cut-off; inactive = mostly below about 7.6%;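 note: 0% = cells with vehicle only and 100% = reference agonist; strong numbers were not always called active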
# Ecoli viability: bacterial growth inhibition, counter-screen for AddAB inhibitors; E. coli V3065 growth, OD600 absorbance, 18 h; inhibition, % at 11.9 µM; hit rate 0.27% among 330,000; AID 449728;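 active = inhibition above the campaign's mean inhibition across all tested compounds plus 3 SD, cut at about 9.9% in these data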;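 note: uninfected addAB+ strain grown without phage in ampicillin broth; 0% = DMSO wells and 100% = ciprofloxacin 0.95 µg/ml wells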
# phage Ecoli inh: E. coli growth loss with phage present | growth absorbance | inhibition, % at 11.9 µM | hit rate 0.26% among 360,000 | AID 651602; in the data active = inhibition above about 11%
# Mot1-301 SUMO: inhibitors of SUMOylation pathway: yeast Mot1-301 growth rescue; S. cerevisiae Mot1-301 growth rescue, ATP luminescence, 38.5C; percent above DMSO median, 100 means doubled; growth rescue, % at 18.8 µM; hit rate 1% among 320,000;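 active = every valid replicate shows activation above 250% relative to neutral control wells; inactive = the rest, any valid replicate at or below 250%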;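 note: OY570 slx delta 5 strain wells were the positive control but not used for scaling; some compounds called inactive have numbers as strong as hits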
# MOR-DOR ag: OPRM1-OPRD1 heterodimerization agonism. P35372+P41143. cells, luminescence. activation, % at 9.3 µM. hit rate 0.3% among 340,000. AID 504326; in the data active = activation above about 18%;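 note: 0% = vehicle-treated cells and 100% = reference agonist; values of inactives mirror those of a sister screen read the other way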
# PKA-R1A activ: PKA-R1A complex activation; P00514+P68181; PKA-R1A dissociation, Cy5-IP20 fluorescence polarization; scaled: DMSO 0%, 113 µM cGMP 100%; activation, % at 11.4 µM; hit rate 0.083% among 340,000;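 active = percent activation above the mean of all tested compounds plus 3 SD, cut at about 19% in these data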;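 note: higher means more PKAc released from R1A so a rise in polarization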
# OPRM1-OPRD1 inv: inverse agonists of human mu-delta opioid receptor heterodimerization. P35372+P41143. cell-based MOR-DOR heterodimer luminescence, inverse agonism. inhibition, % at 9.3 µM. hit rate 0.21% among 340,000. AID 504357; in the data active = inhibition above about 22%, passing the limit was not always enough;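 note: 0% = cells with DMSO and 100% = wells without cells with DMSO; values of inactives mirror those of a sister screen read the other way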
# An asterisk follows results filed as active; . = not tested or not shown.
SMILES,AddAB inh,HTR5A inv ag,PfHsp90 set2,DSG3 Ab inh,HTR5A ag ctr,Ecoli viability,phage Ecoli inh,Mot1-301 SUMO,MOR-DOR ag,PKA-R1A activ,OPRM1-OPRD1 inv
Cc1ccc2cccc(N=Cc3c(C)[nH]n(-c4ccccc4)c3=O)c2n1,2.0,18,-19,98,2,-2.6,2.3,27,-4.3,-1,23
O=C(Nc1nc2cc3c(cc2s1)OCCO3)c1cccc(N2C(=O)CCC2=O)c1,1.5,-3,7,73,4,0.3,4.2,20,1.9,-6,-10
Cc1onc(-c2ccccc2Cl)c1C(=O)Nc1ccc(S(=O)(=O)N2CCCC2)cc1,4.2,0,31,107,0,0.6,2.9,174,-1.4,-14,7
COC1=C/C(=C/c2c(N)n3nc(-c4ccc(C)cc4)sc3nc2=O)C=CC1=O,.,5,-18,101,-2,.,2.2,.,-2.0,3,11
O=C(NC(=S)N(Cc1ccccc1)Cc1ccccc1)C1CCCCC1,-1.1,30,-22,102,4,-2.0,3.0,-10,6.8,-1,-36
Cc1ccsc1CN1CC(=O)N(c2c(C)cccc2C)C1=S,0.2,-2,.,124,-5,-1.2,4.1,168,4.2,-15,-20
O=C(Nc1ccc2c(c1)CCCN2C(=O)c1cccs1)c1ccccc1,1.7,0,16,.,4,-0.9,0.9,214,0.5,-1,-3
O=C(CN1C(=O)NC2(CCCCCC2)C1=O)Nc1ccc(Cl)c([N+](=O)[O-])c1,1.0,0,-4,.,3,1.2,1.1,3,-3.7,-16,14
CCN1CCN(S(=O)(=O)c2ccc(Cl)c(C(=O)NC3CC3)c2)CC1,0.6,17,2,106,5,2.5,0.6,-6,-4.7,3,18
CC(=O)c1cccc(NS(=O)(=O)c2ccc3c(c2)oc(=O)n3C)c1,2.7,-7,3,96,-1,1.2,3.4,-1,-1.4,-9,7
CCOC(=O)Cc1csc(NC(=O)CSc2nnc(-c3ccc(NS(=O)(=O)CC)cc3)o2)n1,3.1,-11,-10,101,5,0.7,2.6,-4,4.6,-5,-24
CCCCCCN[C@H]1CCC2C3CC=C4C[C@@H](O)CC[C@]4(C)C3CC[C@@]21C (stereo partly specified),3.4,20,-40,104,-5,2.8,4.9,159,-1.0,-3,5
CCCCNS(=O)(=O)c1ccc2nc(SCC(=O)Nc3cccc(F)c3)[nH]c2c1,1.1,-16,7,101,5,0.5,1.8,54,0.9,-7,-5
CNC(=O)C(=O)Nc1cc2c3c(c1)C(C)C(=O)N3CCC2 (stereo unspecified),2.6,-21,5,111,-2,0.3,3.3,4,-1.2,3,6
COc1ccc2[nH]cc(CCNC(=O)CCC3CCCCC3)c2c1,-0.1,14,-6,108,13,-2.6,-0.2,106,0.5,-4,-3
CCOC(=O)c1cc(C(C)C)sc1NC(=O)COC(=O)c1nccnc1N,-0.9,-8,-21,113,3,1.6,1.5,21,-2.1,-3,12
CN(C)c1ccc(/C=C(/C(=O)c2ccc(Cl)cc2Cl)n2cncn2)cc1,0.2,-7,-8,.,-2,-1.0,3.1,308*,-0.6,-4,3
COc1ccc(N(C(=O)CNC(=O)c2ccco2)C(C(=O)NCC2CCCO2)c2ccccc2)c(OC)c1 (stereo unspecified),2.5,-13,2,.,5,0.3,1.4,7,1.2,1,-9
COC(=O)/C(=C\c1c(OC)cc(OC)cc1OC)C(=O)c1ccc2c(c1)OCO2,-2.2,-21,7,94,8,-2.1,2.5,-4,-2.3,-12,13
O=C(N/N=C/c1ccc2c(c1)OCO2)c1ccc(NS(=O)(=O)c2cccs2)cc1,1.7,-5,-5,108,2,0.4,2.4,-4,-0.6,-1,3
CSc1nnc(CSCc2ccc(Cl)cc2Cl)n1-c1ccccc1,3.3,-45,.,102,3,-1.1,-0.2,594,4.1,-10,-21
O=C(N1CCOCCOc2ccccc2OCCOCC1)C(F)(F)F,1.0,-18,-31,95,-3,0.5,1.8,1,0.3,8,-2
COc1ccccc1/C=N\NC(=O)c1ccc(COc2ccc(C)c(C)c2)o1,-0.6,20,-5,105,4,1.1,4.0,6,-0.6,-7,3
CCN1CCC(NC(=O)Nc2ccccc2C(=O)OC)CC1,2.2,-20,10,107,-6,-0.3,5.2,7,0.4,-2,-3
Cc1cc(C)n(-c2ncc(C#N)cn2)n1,1.1,-6,15,115,2,4.5,4.1,503,-2.7,-3,14
Cn1c(SCC2CCCO2)nnc1-c1ccncc1 (stereo unspecified),1.9,-4,11,100,7,-0.2,1.6,0,-1.3,9,7
COc1ccc(NC(=O)CS(=O)CC(=O)N2CCN(C3CCCC3)CC2)cc1 (stereo unspecified),3.9,-29,16,109,7,0.1,2.0,8,3.9,-1,-32
CCc1cc2cccc(C)c2nc1SCC(=O)c1ccc(NC(C)=O)cc1,0.6,-19,-15,110,-1,-2.7,0.8,8,0.0,12,0
COc1ccc(-c2nnc(SCC(=O)NC(C)c3ccccc3)o2)cc1OC (stereo unspecified),-1.8,-8,-8,96,3,0.6,2.6,-13,-2.1,-7,10
O=C(c1ccccc1C(=O)N1CCN(c2ccccc2)CC1)N1CCN(c2ccccc2)CC1,-2.2,9,.,110,0,-0.7,1.2,0,-0.6,-4,3
CS(=O)(=O)c1ccc(C(=O)NCc2ccc(F)cc2)cc1,5.1,4,-5,118,-2,1.8,1.7,-12,-1.2,-12,6
Cc1ccc(S(=O)(=O)N2CCCC(CCC(=O)NCc3ccccc3F)C2)s1 (stereo unspecified),-1.2,9,-4,98,0,-1.2,1.3,.,0.5,-5,-2
COc1ccc(OC)c(-n2c(SCC(=O)NCc3ccco3)nnc2-c2c[nH]c3ccccc23)c1,0.9,0,0,97,-1,-0.9,1.8,-8,-0.7,-3,4
O=[N+]([O-])c1ccc(N/N=C2\CC3CC=CC23)c([N+](=O)[O-])c1 (stereo unspecified),0.7,-3,1,96,1,-0.1,1.1,3,1.5,-12,-7
CC(C)c1ccccc1NC(=S)NCc1nc2ccccc2[nH]1,0.0,-17,8,102,6,0.1,3.2,3,2.2,4,-11
CCOC(=O)[C@H]1[C@H]2COc3ccc(Br)cc3[C@@H]2N2C(=O)N(c3ccccc3)C(=O)[C@@]12C,-2.4,-29,-12,101,1,-1.6,0.6,25,-0.7,-9,4
COc1cccc2cc(C(=O)N3CCc4ccccc4C3)c(=O)oc12,-0.8,4,-28,100,-1,1.4,0.5,-14,1.0,-2,-6
COc1cc2nc(Nc3ccc(C)c(C)c3)nc(N)c2cc1OC,-0.8,-30,4,98,8,-1.4,-0.9,62,3.1,-19,-17
COc1cc(S(=O)(=O)NCCc2ccc3c(c2)OCO3)ccc1-n1cnnn1,3.3,-26,6,101,-3,2.4,-0.9,12,-2.8,4,16
O=C(Cc1ccc(Br)c2ccccc12)N/N=C/c1ccccn1,-12,20,-6,87,1,-5.9,1.0,-8,2.2,-5,-11
Cc1cc(SCC(=O)OCC(=O)NCC2CCCO2)c(C)cc1Br (stereo unspecified),-2.0,-9,-8,99,-1,0.3,2.3,-4,-1.4,1,7
O=C(Nc1ccccn1)c1cc(-c2ccc(Cl)s2)nc2ccccc12,2.4,0,-16,110,0,-0.5,1.9,14,1.4,-6,-6
CSc1ccc(S(=O)(=O)Nc2c(C)n(C)n(-c3ccccc3)c2=O)cc1,1.9,5,5,102,-1,-0.7,-0.6,17,-4.5,-1,22
CCn1c2ccccc2c2cc(/C=C(/C#N)C(N)=S)ccc21,.,12,-34,.,-3,.,-0.1,.,0.1,6,0
CN(Cc1ccc(F)cc1)S(=O)(=O)c1nnc(NC(=O)c2ccccc2)s1,1.8,-9,-16,.,5,3.0,1.8,12,-1.6,2,8
O=C(CCN1CCOCC1)c1ccc(Br)cc1,0.1,-1,.,117,0,0.5,-0.2,43,-0.8,2,4
O=C(CSc1ncnc2c1cnn2-c1ccc(Cl)cc1)NCc1ccc2c(c1)OCO2,3.2,7,-15,97,-1,0.9,3.9,1,-1.4,3,7
O=C(CSc1nnc2c(n1)[nH]c1ccc(F)cc12)NCc1ccc(F)cc1,2.5,-21,17,.,7,-1.1,3.5,-14,-2.1,-1,14
O=[N+]([O-])c1ccccc1CNC(Cc1ccccc1)c1ccccc1 (stereo unspecified),-1.2,6,.,97,-3,1.5,0.5,-8,5.2,-5,-31
Cn1c(=O)c2nc3ccccc3nc2n(C)c1=O,0.3,-57,-8,100,1,1.5,1.6,3,-1.4,1,7
CN1CCN(NC(=O)c2cccc(F)c2)CC1,1.9,11,-7,.,-5,1.9,1.4,10,-1.7,-6,7
COc1cccc(C2(O)CCN(CC(=O)NCC3CC3)CC2)c1,4.1,11,3,101,-4,-0.5,2.4,-20,-2.2,-3,10
CC(C)c1nnc(NC(=O)CCC(=O)NCc2ccco2)s1,2.0,-5,-2,103,-3,1.2,1.1,1,0.1,4,0
COCCOc1ccc(C(F)(F)F)cc1N,0.2,21,-13,97,3,2.5,6.0,14,-0.8,7,4
COc1cc(/C=N/NC(=O)c2sc(N)c(C#N)c2C)cc(Br)c1O,-0.2,-7,-7,96,3,0.3,3.1,.,-1.2,-12,6
c1cnc(SCCOc2ccc3c(c2)CCC3)nc1,2.4,0,11,.,-4,-0.7,1.6,-6,3.8,-2,-19
CC(Sc1ncnc2ccccc12)C(=O)Nc1ccc2c(c1)OCCO2 (stereo unspecified),2.1,20,3,99,-6,-2.9,2.1,1,-1.0,-8,5
COc1cccc2c(=O)n(CC(=O)NCCc3ccccc3)ccc12,2.3,2,-14,87,3,-2.6,3.4,-9,-1.6,-4,9
O=C(c1cc2ccccc2oc1=O)N1CCN(C(=O)C2CCCO2)CC1 (stereo unspecified),-0.2,-2,.,123,3,-0.3,.,6,-0.6,4,3
O=C(Nc1ccc(N2CCOCC2)c(F)c1)c1ccncc1,2.9,11,5,99,-3,0.1,0.9,-1,-2.7,-9,14
# Other results:
SMILES,AddAB inh,HTR5A inv ag,PfHsp90 set2,DSG3 Ab inh,HTR5A ag ctr,Ecoli viability,phage Ecoli inh,Mot1-301 SUMO,MOR-DOR ag,PKA-R1A activ,OPRM1-OPRD1 inv
CC1CN(C(=O)COC(=O)[C@@H]2CC(O)CN2S(=O)(=O)c2ccc3c(c2)OCCO3)CC(C)O1 (stereo partly specified),0.9,2,24,102,-1,2.4,3.8,0,-2.6,0,13
COc1ccc(C(=O)NNC(=S)NC(=O)C(C)(C)C)cc1,-2.5,-2,-9,93,1,7.5,-2.8,6,-5.6,9,28
Cc1nn(C)c(Cl)c1CN1CCCC(CO)(Cc2ccccc2)C1 (stereo unspecified),-2.2,-3,8,104,3,0.9,1.5,0,-1.1,-2,5
COc1cc(C)ccc1OCC(=O)OCC(=O)c1cc(C)n(CC2CCCO2)c1C (stereo unspecified),3.6,6,-2,.,-4,1.2,2.7,0,-2.2,1,8
